Screening results deposited in PubChem BioAssay by several laboratories.
HTR5A inv ctr: HTR5A inverse agonists in luminescence cell assay, primary screen, counter-screen for OPRM1-OPRD1 heterodimer inverse agonist project, full-deck HTS | 5-hydroxytryptamine receptor 5A (Homo sapiens), P47898 | HTR5A cell line, inverse agonism | inhibition, % at 9.3 µM | actives 0.083% (n = 340,000) | AID 504634, 2011; in the data active means inhibition mostly above about 23%, no sharp cut-off; inactive means mostly below about 18%;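 further: 0% = cells with DMSO and 100% = no-cell wells with DMSO; some compounds called inactive have numbers as strong as hits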
NSD2 inh: NSD2 histone methyltransferase inhibitors, primary screen, biochemical, AlphaScreen, single concentration, set 2; Histone-lysine N-methyltransferase NSD2 (Homo sapiens), O96028; NSD2 peptide methylation, 120 min; inhibition, % at 12.5 µM; actives 0.54% (n = 310,000); AID 743445, 2014; in the data active means inhibition above about 50%
V-ATPase pHluor: regulators of yeast V-ATPase proton pumping, primary screen, pHLuorin cytosolic pH fluorescence; actives 0.37% (n = 350,000); S. cerevisiae; response, % at 10 µM; in the data active means response mostly above about 7.3%, no sharp cut-off; inactive means mostly below about 5.4%; further: actives read high; inactives centre near 0; some compounds called inactive have numbers as strong as hits; reference of the scale not given here
MITF TRPM1 HTS: activators of MITF-driven TRPM1 promoter reporter, primary screen, cell-based, SK-MEL-5, luciferase, single point. SK-MEL-5 TRPM1-promoter luciferase, 24 h; % of positive control, neutral wells = 0. activation, % at 12.5 µM. actives 0.75% (n = 300,000). AID 588334, 2011;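 active means mean activation of at least 80% with every replicate also reaching 80%; inconclusive means mean reaches 80% but some replicate falls short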;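 further: 0% = neutral control wells and 100% = parthenolide positive control wells; values of inactives mirror those of a sister screen read the other way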
SR-BI DiI inh: inhibitors of SR-BI mediated HDL lipid uptake, primary screen, ldlA[mSR-BI] cells, fluorescence, single point; Scavenger receptor class B member 1 (Mus musculus), Q61009; inhibition, % at 12.5 µM; AID 488896, 2010; ldlA[mSR-BI] CHO cells, DiI-HDL uptake fluorescence, 3 h; actives 0.96% (n = 320,000);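 active means mean replicate inhibition of at least 70% and a set share of replicates each scoring 70 or more; inconclusive means meets just one of the two criteria; inactive means fails both criteria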;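 further: 0% = median of neutral control wells and 100% = median of positive control wells; values of inactives mirror those of a sister screen read the other way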
dFosB act: activators of delta FosB homodimer, primary screen, biochemical, fluorescence polarization, TAMRA-CDK5 oligo, single point. purified delta FosB; percent of positive-control signal above neutral wells. activation, % at 25 µM. actives 0.99% (n = 340,000). AID 493131, 2011;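 active means mean activation above about 17%, with every replicate also reaching it, limit read from the data, passing the limit was not always enough; inconclusive means only one of the two conditions met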;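 further: fluorescence polarization rise as delta FosB binds a TAMRA Cdk5 AP-1 oligo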
Target sequence (P13346 whole entry, looked up): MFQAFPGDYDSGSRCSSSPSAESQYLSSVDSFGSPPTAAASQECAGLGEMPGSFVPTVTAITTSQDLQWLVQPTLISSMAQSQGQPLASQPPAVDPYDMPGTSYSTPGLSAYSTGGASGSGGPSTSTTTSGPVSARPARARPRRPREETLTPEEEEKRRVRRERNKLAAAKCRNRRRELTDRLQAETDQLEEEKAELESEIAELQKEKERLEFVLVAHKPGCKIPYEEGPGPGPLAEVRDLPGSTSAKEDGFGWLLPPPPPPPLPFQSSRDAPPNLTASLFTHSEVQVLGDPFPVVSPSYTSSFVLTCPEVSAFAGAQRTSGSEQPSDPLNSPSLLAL
Wnt act: Wnt/beta-catenin pathway activators, primary screen, cell-based, plate reader, single point; Wnt/beta-catenin reporter cell assay, activator; actives 1.2% (n = 300,000); activation, % at 9.35 µM; in the data active means activation above about 30%, passing the limit was not always enough; inconclusive means no clear call, values can overlap the other calls;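 further: 0% = neutral control wells and 100% = positive control wells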
HTR5A ag: HTR5A agonists in luminescence cell assay, primary screen, counter-screen for OPRM1-OPRD1 heterodimer agonist project, full-deck HTS; cell-based; actives 0.61% (n = 340,000); 5-hydroxytryptamine receptor 5A (Homo sapiens), P47898; activation, % at 9.3 µM; AID 504692, 2011; in the data active means activation mostly above about 9.5%, no sharp cut-off; inactive means mostly below about 7.6%;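 further: 0% = cells with vehicle only and 100% = reference agonist; strong numbers were not always called active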
PvdQ acylase: P. aeruginosa PvdQ acylase inhibitors, primary screen, biochemical, fluorescence, plate reader and imaging, single point; inhibition, % at 10 µM; PvdQ acylase [Pseudomonas aeruginosa LESB58]; actives 0.063% (n = 340,000); AID 488965, 2010; purified PvdQ acylase; in the data active means inhibition above about 30%, passing the limit was not always enough; inconclusive means no clear call, values can overlap the other calls;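 further: 0% = vehicle neutral wells and 100% = reference inhibitor wells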
CDK5 inh: inhibitors of human CDK5/p35 kinase, primary screen, biochemical, single concentration; AID 488839, 2010; inhibition, % at 10 µM; Cyclin-dependent kinase 5 (Homo sapiens) + Cyclin-dependent kinase 5 activator 1 (Homo …; actives 0.01% (n = 330,000); Recombinant CDK5/p35, ADP-Glo luminescence, 60 min;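 active means highest replicate inhibition of at least 50% and at least 75% of replicates reaching 50%; inconclusive means only one of the two criteria met; inactive means both criteria failed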;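 further: plate controls were DMSO neutral control for no effect and GW8510 at 10 µM for full effect; many of its hits are not listed in these tables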
Target sequence (Q00535 whole entry, looked up): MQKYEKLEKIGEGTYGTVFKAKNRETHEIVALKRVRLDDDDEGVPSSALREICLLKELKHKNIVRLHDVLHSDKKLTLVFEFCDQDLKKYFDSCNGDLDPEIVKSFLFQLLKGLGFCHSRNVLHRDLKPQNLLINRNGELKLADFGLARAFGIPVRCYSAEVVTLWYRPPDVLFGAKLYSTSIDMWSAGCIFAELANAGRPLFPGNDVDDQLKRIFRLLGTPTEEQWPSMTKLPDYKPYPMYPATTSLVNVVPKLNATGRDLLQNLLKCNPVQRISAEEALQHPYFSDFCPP
Target sequence (Q15078 whole entry, looked up): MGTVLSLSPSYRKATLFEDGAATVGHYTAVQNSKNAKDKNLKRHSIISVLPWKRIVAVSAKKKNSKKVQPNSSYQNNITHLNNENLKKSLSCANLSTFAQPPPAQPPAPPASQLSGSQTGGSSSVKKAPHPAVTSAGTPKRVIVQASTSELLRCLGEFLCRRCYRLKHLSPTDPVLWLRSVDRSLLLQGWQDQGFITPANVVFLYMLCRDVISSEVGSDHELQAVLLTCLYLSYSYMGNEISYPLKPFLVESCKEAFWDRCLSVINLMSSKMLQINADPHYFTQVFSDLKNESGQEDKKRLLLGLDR
The depositor's hits bear a star; ? = inconclusive; . = no result given.

SMILES	HTR5A inv ctr	NSD2 inh	V-ATPase pHluor	MITF TRPM1 HTS	SR-BI DiI inh	dFosB act	Wnt act	HTR5A ag	PvdQ acylase	CDK5 inh
CCN(CC)C(=O)CSc1nc2ccccc2c(=O)[nH]1	17	.	0	-10	-4	2	-2	-6	4	-1.3
O=c1oc(-c2ccccc2)c(-c2ccccc2)c2ccccc12	-6	.	-2	-5	-1	-4	-4	1	0	-1.0
CCCCc1ccc(NC(=O)Nc2cnccn2)cc1	-3	-2	3	38	-50	-11	9	1	-9	-0.8
COc1ccc(OC)c(Nc2nc3nonc3nc2N2CCCC(C)C2)c1 (centres undefined)	24	-1	.	0	30	-3	-4	3	5	0.3
CC(=O)c1c(C)[nH]c(C(=O)N2CC(C)CC(C)C2)c1C (centres undefined)	-1	2	1	1	17	-6	0	0	-12	2.2
COc1cc(C)c(Cl)cc1S(=O)(=O)n1ccnc1C	-8	1	2	8	4	2	-1	7	9	1.9
O=C(NC1CCN(C(=O)Nc2ccc(F)cc2)CC1)c1ccccc1F	5	-1	3	17	.	-1	0	-2	-5	-0.3
CC(=O)Oc1ccc(-c2cccc(C(=O)O)c2)cc1	2	-1	-3	2	4	-9	.	-2	-3	-0.8
Cc1noc(C)c1Cn1nc(C(=O)O)c2ccccc2c1=O	-4	.	2	4	-7	-1	.	4	-19	-0.5
Cc1sc2ncnc(NCCCn3ccnc3)c2c1C	-13	0	1	-7	-14	-6	.	2	-4	0.9
COC(=O)C(C)NS(=O)(=O)c1ccc(NC(C)=O)cc1 (centres undefined)	-23	.	1	10	1	1	-1	9	-15	2.1
O=C(COC(=O)c1ccc(Cl)nc1)NCCc1ccc(Cl)cc1	13	30	-1	-1	-17	-8	-2	-4	7	-1.8
O=c1[nH][nH]c(C(F)(F)F)c1C=NCc1cccs1	2	0	-1	-12	-21	-7	-2	3	-3	3.2
CN(C)c1ccc(NS(=O)(=O)c2cc(Cl)ccc2Cl)cc1	-7	11	-3	3	-7	-8	4	0	6	0.4
O=C1CCC/C(=N\NC(=O)c2ccc(NS(=O)(=O)c3ccc(Br)cc3)cc2)C1	-5	0	14*	-6	-8	-7	.	2	-7	1.5
COc1ccc(CNc2oc(COc3ccc(Cl)cc3)nc2C#N)cc1	13	-1	-2	2	-1	-7	.	-1	-14	2.2
COc1ccc(OC)c(NC(=O)CS(=O)(=O)c2ccccc2)c1	-10	0	4	-4	-11	-5	.	3	-14	-3.0
Cc1cccc2c1OCC/C2=N\NC(=O)COc1ccccc1Cl	-9	4	-1	95*	8	-5	.	-4	-7	-0.4
COc1ccc(NC(=O)CN(C)C(=O)CN2C(=O)C3CCCCC3C2=O)cc1 (centres undefined)	9	4	0	2	-7	1	3	-4	-12	-1.3
O=C(CN1C(=O)NC2(CCCCCC2)C1=O)NCc1ccccc1	-11	6	1	-2	-4	0	-5	5	-9	-0.1
Clc1ccc(Nc2ncnc3ccc(Br)cc23)cc1	1	.	4	-17	28	-19	.	5	?	-0.4
CCOC(=O)C1=C(N)Oc2c(oc(CO)cc2=O)C1c1c(F)cccc1Cl (centres undefined)	3	.	2	.	-3	2	-4	1	-14	1.0
Cc1cc(C)nc(NS(=O)(=O)c2ccc(N=Cc3c(C)[nH]n(-c4ccccc4)c3=O)cc2)n1	-10	3	-2	1	-42	-7	-2	4	-3	0.9
Cc1ccc(S(=O)(=O)CCc2nnc(NC(=O)C3CCCO3)s2)cc1 (centres undefined)	4	2	1	-5	-13	4	0	3	12	1.2
Cc1nn(C(C)C(=O)NCc2ccccc2)c(C)c1[N+](=O)[O-] (centres undefined)	6	6	5	0	-15	2	.	0	-14	-0.9
Oc1ccc(C=NCC2COc3ccccc3O2)cc1 (centres undefined)	-2	0	-1	-12	-23	-12	.	3	-3	-0.3
O=C1NN=C(c2ccc(Cl)cc2)CC1c1c[nH]c2ccccc12 (centres undefined)	-29	1	-2	-10	3	-1	-1	-1	-4	3.3
O=C(Cc1cccc(C(F)(F)F)c1)OCN1C(=O)c2ccccc2C1=O	-6	1	2	-7	-6	-7	2	-2	-11	1.3
COc1ccc(-c2csc(-n3ncc(C(=O)O)c3C(F)(F)F)n2)cc1	8	-1	1	42	-8	4	9	-2	-8	-1.1
O=C1CC(C(=O)Nc2ccc(Cl)cc2)n2ncnc2N1 (centres undefined)	10	-4	4	1	-15	0	-1	-4	2	0.4
COc1ccc(/C=c2\sc3nc(-c4ccccc4OC)nn3c2=O)c(OC)c1	-14	1	-2	.	11	-6	-8	5	2	-0.4
COc1ccc(CCN2C(=NC(=O)CCC(=O)O)SC3CS(=O)(=O)CC32)cc1OC (centres undefined)	7	-2	.	.	-22	3	4	1	4	2.0
CCN(CC)C(=O)Cn1cc(S(=O)(=O)CC(=O)N2CC(C)OC(C)C2)c2ccccc21 (centres undefined)	3	-1	-1	-5	6	-4	0	-1	-12	0.5
O=C(CCCn1c(SCc2ccccc2F)nc2ccccc2c1=O)NCC1CCCO1 (centres undefined)	-11	-5	-1	6	22	-7	-1	4	-12	0.7
Cc1ccc(OCC(=O)N2CCC(Cc3ccccc3)CC2)c([N+](=O)[O-])n1	-1	-4	-6	-1	-8	-8	0	4	-14	-2.6
N#CCCN1CCN(S(=O)(=O)c2ccc(S(=O)(=O)NCC3CCCO3)cc2)CC1 (centres undefined)	16	.	1	.	-38	0	-2	-6	-9	-0.1
CCC/C=N/Nc1nnc(Cc2ccccc2)c(=O)[nH]1	4	-7	3	-14	15	-5	0	-1	-10	0.1
Cc1cc(Nc2ncc(Cl)cc2Cl)n[nH]1	6	-3	0	.	9	6	.	3	-10	2.0
O=C(COC(=O)CCN=C1NS(=O)(=O)c2ccccc21)NNC(=O)c1ccccc1	-9	1	-4	4	-33	3	0	-4	-12	0.4
CC(C)Oc1ccc(/C(O)=C2/C(=O)C(=O)N(CCN3CCNCC3)C2c2cccc([N+](=O)[O-])c2)cc1 (centres undefined)	8	3	4	.	-5	-16	-1	-2	-22	0.3
COc1ccc(C/C(N)=N/O)cc1	-25	19	0	3	-27	8	3	7	-5	-2.4
Nc1nc(SCc2ccccc2)c2[nH]cnc2n1	0	0	-4	8	1	2	1	0	0	0.5
CC1CN(C(=O)Cn2cc(S(=O)(=O)CC(=O)N3CCOCC3)c3ccccc32)CC(C)O1 (centres undefined)	-3	-1	6	-1	-21	-9	1	1	-6	0.6
COCCCNC(=S)Nc1cc2oc3ccccc3c2cc1OC	-6	2	3	-13	88*	-10	-1	0	5	1.4
CCN(Cc1ccncc1)C(=O)CCc1nnc(CCc2ccccc2OC)o1	14	0	-3	-5	0	3	-1	5	-4	-1.8
C=C(CC[C@@H](O)C(C)(C)O)[C@H]1CC[C@]2(C)[C@@H]1CCC1[C@@]3(C)CCC(=O)C(C)(C)C3CC[C@]12C (some centres undefined)	12	.	-1	-1	-15	-8	0	4	-4	-0.9
COc1ccc(CCN(C)C(=O)c2ccc(OCC(=O)N3CCOCC3)c(OC)c2)cc1OC	-14	3	2	10	-12	-1	-2	0	-12	0.7
CCC(=O)Nc1cccc(C(=O)N(Cc2ccccc2)Cc2ccccc2)c1	-10	0	0	.	21	-6	0	-1	-8	0.2
CN1CCN(CCCNC(=O)C2CCN(c3nnc(-n4cccc4)s3)CC2)CC1	-7	-1	2	2	-8	1	.	2	-18	-0.2
O=C(NCc1ccccc1Br)C1CCCO1 (centres undefined)	0	-1	4	-2	-8	1	-1	1	-14	-0.9
CCOC(=O)c1cnc2c(cnn2C)c1NCc1ccc(OC)cc1	4	.	4	6	79*	29*	-3	-1	-13	1.1
CCCCNc1c(-c2ccc(OC)c(SC(C)CC)c2)nc2ccc(Cl)cn12 (centres undefined)	-6	.	0	-2	55	-10	-1	5	-2	-5.0
COc1ccc(-c2nc(CS(=O)CC(=O)NCc3ccccn3)c(C)o2)cc1 (centres undefined)	-21	.	4	-3	-29	-11	.	-4	10	1.1
N#CCCS(=O)(=O)c1ccc(N)cc1	12	-2	0	-3	-23	1	-3	4	19	1.3
O=C(N/N=C/C(Cl)=C\c1ccccc1)c1ccco1	-31	1	6	.	0	-9	57*	4	-9	-0.3
CN(C)CC(=O)c1c[nH]c2ccccc12	-33	1	0	-9	11	-3	4	4	-9	-1.6
CCC(CC)C(=O)c1c[nH]c(C(=O)NCCc2ccccn2)c1	-1	3	5	-9	-9	10	.	13*	10	0.9
COc1ccc(N(CC(=O)NCc2ccc3c(c2)OCO3)C(=O)CCC(=O)Nc2ccccn2)cc1	6	6	3	5	-31	-4	.	-2	-3	0.3
COC(=O)c1sccc1NC(=O)CC1NCCNC1=O (centres undefined)	27	-1	-4	-8	-1	0	1	3	-5	0.0
N#Cc1cc([N+](=O)[O-])ccc1NCCN1CCOCC1	2	2	3	-2	5	7	1	1	-5	1.0
Next part.
SMILES	HTR5A inv ctr	NSD2 inh	V-ATPase pHluor	MITF TRPM1 HTS	SR-BI DiI inh	dFosB act	Wnt act	HTR5A ag	PvdQ acylase	CDK5 inh
CC(Oc1coc(CN2CCN(C(=O)c3ccco3)CC2)cc1=O)c1ccccc1 (centres undefined)	11	1	-1	-3	-11	-3	1	-4	-18	1.2
O=C(CSc1nc2ncccc2[nH]1)c1cccc([N+](=O)[O-])c1	-14	-1	2	12	12	3	1	5	-17	-1.0
COCCNC(=O)CSc1nc2ccccc2c(=O)n1-c1cccc(OC)c1	-20	-3	2	-4	-20	-1	.	0	-12	-0.8
CC1(C)Cc2ccccc2-c2nnc(SCc3ccc(C#N)cc3)n21	15	0	-5	.	4	-9	-3	-2	-8	-0.7
COCCCNc1nc2c(-c3cccc(C)c3)nnn2c2ccc(Cl)cc12	-25	-2	-6	10	?	2	0	7	5	0.7
CCN(CC)S(=O)(=O)c1ccc(C(=O)OCC(=O)Nc2sc3c(c2C#N)CCCCC3)cc1	4	0	-2	11	2	3	.	2	-13	-0.5
CCOCCCNC(=O)C1CCC(=O)N1CCc1ccccc1 (centres undefined)	-20	0	-2	7	-23	-3	3	7	-8	0.4
C[C@]12c3[nH]c4cc(-c5ccco5)ccc4c3CCN1C(=O)[C@@H](CC(=O)NCCC1=CCCCC1)C[C@@H]2C(=O)N1CCCCC1	12	.	2	-9	14	-8	-2	-3	-12	1.3
CCn1c(SCC(=O)Nc2nc(-c3ccc(C)cc3)cs2)nnc1-c1ccccc1	-4	0	2	.	.	-5	.	1	-8	-1.1
